Source: PubChem (National Center for Advancing Translational Sciences (NCATS))
Pf growth 96h: Primary qHTS for delayed death inhibitors of the malarial parasite plastid, 96 hour incubation; P. falciparum luciferase reporter growth, 96 h; Potency, µM (titrated, usually from 28.7 µM), for inactives: at the highest dose activity change, negative = inhibition, usual class: inhibitors; actives 6.9% (n = 320,000); AID 504834, 2011; also: potency is read from the fitted curve at half-maximal effect; % is scaled to controls: 0 for no effect and ±100 for the full control effect
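Erythrocytes infected with luciferase-expressing P. falciparum were dispensed at 2% hematocrit and 0.05% parasitemia (final), then incubated with compounds 96 hours at 37 C in 5% CO2. Luminescence after detection reagent addition reported growth.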
Sm TGR inh: qHTS Assay for the Inhibitors of Schistosoma Mansoni Peroxiredoxins | purified TGR, DTNB reduction, TNB absorbance 405 nm | Potency, µM (titrated, usually from 114 µM), inactives show at the highest dose activity change, negative = inhibition, most hits filed as inhibitors | actives 3% (n = 360,000) | AID 485364, 2010; also: potency is read from the fitted curve at half-maximal effect; % is scaled to controls: 0 for no effect and ±100 for the full control effect; nearly all actives have a fitted effect of over 60% in size
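Kinetic colorimetric format: TGR-catalysed, NADPH-driven DTNB reduction monitored via TNB absorbance. Enzyme dispensed at 20 nM; compound exposure 15 min at room temperature before reaction start.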
Pf growth 48h: Primary qHTS for delayed death inhibitors of the malarial parasite plastid, 48 hour incubation; actives 5.9% (n = 310,000); Potency, µM (highest dose often 28.7 µM), for inactives: top-dose activity change, negative = inhibition, usual class: inhibitors; P. falciparum luciferase growth in erythrocytes, 48 h; also: potency is read from the fitted curve at half-maximal effect; % is scaled to controls: 0 for no effect and ±100 for the full control effect
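Read-out is firefly luciferase luminescence from an integrated reporter in P. falciparum, so falling signal marks reduced parasite growth. Infected erythrocytes were at 2% hematocrit and 0.1% parasitemia (final) in Albumax-supplemented RPMI 1640.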
Shiga inhibitor: A qHTS for Small Molecule Inhibitors of Shiga Toxin; Vero cells, Shiga toxin protein synthesis inhibition reporter; inhibition, % at 38.7 µM; actives 9.2% (n = 290,000); in the data active = inhibition mostly above about 28%, no sharp cut-off; inactive = mostly below about 43%; also: 0% is about no effect
Giardia FBPA inh: qHTS Assay for Inhibitors of Fructose-1,6-bisphosphate Aldolase from Giardia Lamblia | purified Giardia FBPA | A8B2U2 | actives 0.71% (n = 290,000) | Potency, µM (top dose mostly 59.6 µM), for the others: at the top dose activity, negative = inhibition, usual class: inhibitors | AID 2451, 2010; also: potency is read from the fitted curve at half-maximal effect; % is scaled to controls: 0 for no effect and ±100 for the full control effect; nearly all actives have a fitted effect of over 55% in size
Target sequence (A8B2U2 whole entry, looked up): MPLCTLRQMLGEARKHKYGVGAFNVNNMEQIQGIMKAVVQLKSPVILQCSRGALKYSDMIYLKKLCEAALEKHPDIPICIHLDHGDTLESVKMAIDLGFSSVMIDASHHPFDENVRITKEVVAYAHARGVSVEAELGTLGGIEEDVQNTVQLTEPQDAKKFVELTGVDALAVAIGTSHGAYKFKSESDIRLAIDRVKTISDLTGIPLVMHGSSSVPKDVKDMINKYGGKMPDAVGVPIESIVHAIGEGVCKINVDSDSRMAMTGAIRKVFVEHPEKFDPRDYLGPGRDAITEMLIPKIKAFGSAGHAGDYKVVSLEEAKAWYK
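Giardia FBPA (40 nM reagent) was preincubated 10 min at RT with compound (up to 57.5 uM final), then substrate plus GAPDH/TPI/NAD/arsenate coupling system with diaphorase/resazurin was added; resorufin fluorescence (525/598 nm) was read after 20 min.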
Cycloheximide cs: Cycloheximide Counterscreen for Small Molecule Inhibitors of Shiga Toxin; max response, %; actives 12% (n = 300,000); cell reporter, cycloheximide protein synthesis inhibition counterscreen; in the data active = max response mostly above about 13%, no sharp cut-off; inactive = mostly below about 14%; also: read at 38.3 µM for the half of the compounds with a filed dose; 0% is about no effect
* = called active by the depositor; ? = inconclusive; · = no result given; [ ] = remark or other dose. Unless noted, calls follow the shape of the dose curve; as a rule, active = well fitted curve in the direction sought with a large enough effect; inconclusive = small, poorly fitted or top-dose-only effect, or another doubt; inactive = no such curve, though single readings can be large; an effect the other way counts as inactive or inconclusive.

entry	compound	Pf growth 96h	Sm TGR inh	Pf growth 48h
1	COc1ccc(CCNC(=O)CCn2c(SCC(=O)N3CCCC3)nc3ccccc3c2=O)cc1OC	?	9.2%	?
2	CCOC(=O)c1c(NC(=O)CCNCc2ccco2)sc2c1CCC2	23.4%	-25.0%	-0.2%
3	COCC1CCCN(Cc2cn(-c3ccccc3F)nc2-c2cc(C)sc2C)C1 (stereo not drawn)	?	3.7%	?
4	COc1ccc(N=C2C(=O)Nc3ccc(C)c(Br)c32)cc1	-4.6%	5.2%	0.0%
5	COc1cccc(NC(=O)CN(C)C(=O)c2oc3c(ccc4ccccc43)c2C)c1	0.233µM*	-3.7%	0.262µM*
6	CCC(C)N=C1Sc2nc3ccc(C)cc3cc2CN1CCOC (stereo not drawn)	-5.1%	6.2%	?
7	CCS(=O)(=O)N1CCC(c2nc(-c3ccc(C)cc3)no2)CC1	?	9.6%	78.4%[activator]
8	O=C(Nc1cccc2ccccc12)NC(Cc1ccccc1)C(=O)O (stereo not drawn)	23.1%	14.0%	8.5%
9	Cc1cc(C(=O)OCC(=O)Nc2cc(S(=O)(=O)N3CCOCC3)ccc2Cl)c(C)o1	-22.3%	0.6%	·
10	COC(=O)C1=C(C)N(Cc2cccnc2)C(=O)C1	18.2%	?	-12.4%

entry	Shiga inhibitor	Giardia FBPA inh	Cycloheximide cs
1	2.0	5.5%	3.9
2	-9.3	?	-0.8
3	5.1	0.7%	1.4
4	24.1	-20.4%	1.6
5	·	·	·
6	-2.9	-15.5%	4.7
7	74.0*	-3.6%	55.4*
8	-11.3	15.8%	-1.4
9	-5.7	1.8%	-6.3
10	15.3	-0.3%	-0.9

The list goes on (2 carried over from the part before).
entry	compound	Pf growth 96h	Sm TGR inh	Pf growth 48h
9	Cc1cc(C(=O)OCC(=O)Nc2cc(S(=O)(=O)N3CCOCC3)ccc2Cl)c(C)o1	-22.3%	0.6%	·
10	COC(=O)C1=C(C)N(Cc2cccnc2)C(=O)C1	18.2%	?	-12.4%
11	Cc1nc(N)c(C#N)c(-c2ccc3c(c2)OCO3)c1C	?	5.9%	-24.0%
12	COc1cccc(CNC(=O)C(Cc2ccccc2)n2cccc2)c1 (stereo not drawn)	?	10.5%	63.0%[activator]
13	COc1cc(OC)cc(C(=O)NNC(=S)NC2CC2)c1	-17.8%[5.75 µM]	5.2%	28.3%
14	Cc1ccc(C(C)C)c(OCCN)c1	88.5%[activator]	8.8%	-11.5%
15	CCOC(=O)c1ccc(NC(=O)CCNS(=O)(=O)c2ccc3c(c2)oc(=O)n3C)cc1	28.0%	4.1%	-13.6%
16	Cc1cccc(C)c1Nc1c(-c2ccccc2F)nc2cccc(C)n12	·	7.7%	·
17	O=C(Cn1cc(/C=N/NC(=O)c2cccc(C(F)(F)F)c2)c2ccccc21)Nc1ccc(F)cc1	34.3%[activator]	-35.3%	-2.5%
18	N#CC(NC(=O)OCc1ccccc1)c1ccccc1 (stereo not drawn)	50.3%[activator]	0.3%	-8.5%
19	Cc1ccc(NC(=O)CN(C)C(=O)c2ccccc2Sc2ccccc2C#N)cc1	7.2%	-0.6%	-0.6%
20	CCN(CC)CCNc1nc2cc(OC)c(OC)cc2c2nc(-c3ccccc3)nn12	?	-5.4%	1.04µM*

entry	Shiga inhibitor	Giardia FBPA inh	Cycloheximide cs
9	-5.7	1.8%	-6.3
10	15.3	-0.3%	-0.9
11	-1.8	5.1%	-2.6
12	-0.4	-14.5%	10.2
13	25.0	5.2%	-3.5
14	-21.3	12.1%	-4.5
15	-5.6	7.2%	-0.7
16	-6.9	·	-0.9
17	-5.6	4.7%	2.0
18	·	·	·
19	·	·	·
20	-16.2	-10.2%	-1.3

Continued.
entry	compound	Pf growth 96h	Sm TGR inh	Pf growth 48h
21	CN1CCN(c2ccc(CNS(=O)(=O)c3ccc(F)cc3Cl)cc2)CC1	17.2%	1.1%	68.9%[activator]
22	NC1=NC[C@H](Cc2ccc(O)cc2)N1CC1CCCCC1	2.62µM*	-7.2%	5.86µM*
23	COc1ccc(-c2nc(CSCC(=O)N3CCc4ccccc43)c(C)o2)cc1OC	16.5%	?	?
24	Brc1ccc2c(c1)C(c1ccc(N3CCOCC3)cc1)=NNC(c1cccs1)=N2	?	2.1%	?
25	Cc1ccc(NS(=O)(=O)c2cccc3cccnc23)cc1Cl	24.2%	-22.9%	-29.3%
26	Cc1ccc(OS(=O)(=O)c2c(C)nn(C)c2Cl)c(C)c1	22.0%	-19.0%	?
27	COc1ccc(CNC(=O)C(C)N=C2NS(=O)(=O)c3ccccc32)cc1OC (stereo not drawn)	17.0%	8.9%	4.6%
28	Cc1ccc(C)c(NC(=O)COC(=O)CCCN=C2NS(=O)(=O)c3ccccc32)c1	30.6%[activator]	-17.1%	8.0%
29	Oc1ccc(/C=N/N2CCN(Cc3ccccc3)CC2)cc1	?	4.7%	15.8%
30	CC(=O)c1ccc(N2CCN(C(=O)c3cc(-c4ccncc4)nc4ccc(Br)cc34)CC2)cc1	-15.1%	0.2%	13.1µM*

entry	Shiga inhibitor	Giardia FBPA inh	Cycloheximide cs
21	-4.7	·	2.6
22	-6.5	0.6%	-1.5
23	-15.5	-6.4%	-1.9
24	1.0	0.2%	12.3
25	6.2	-9.4%	-2.5
26	-4.8	·	-3.0
27	-20.3	6.5%	-2.2
28	-5.0	4.6%	1.8
29	·	10.5%	-2.1
30	-8.8	12.4%	-0.3

Another view of some results above:
entry	Compound	Pf growth 96h	Sm TGR inh	Pf growth 48h	Shiga inhibitor	Giardia FBPA inh	Cycloheximide cs
21	CN1CCN(c2ccc(CNS(=O)(=O)c3ccc(F)cc3Cl)cc2)CC1	17.2%	1.1%	68.9%[activator]	-4.7	·	2.6
22	NC1=NC[C@H](Cc2ccc(O)cc2)N1CC1CCCCC1	2.62µM*	-7.2%	5.86µM*	-6.5	0.6%	-1.5
23	COc1ccc(-c2nc(CSCC(=O)N3CCc4ccccc43)c(C)o2)cc1OC	16.5%	?	?	-15.5	-6.4%	-1.9
24	Brc1ccc2c(c1)C(c1ccc(N3CCOCC3)cc1)=NNC(c1cccs1)=N2	?	2.1%	?	1.0	0.2%	12.3

(cont.)
entry	compound	Pf growth 96h	Sm TGR inh	Pf growth 48h
31	COC(=O)c1cn(NC(=O)CC2CCCCC2)c(=O)c2ccccc12	?	-1.3%	?
32	COc1ccc(N2CCN(C(=O)CCC(=O)N3CC(C)Oc4ccc(C)cc43)CC2)cc1 (stereo not drawn)	11.1%	17.3%	?
33	NC(=O)CSc1nnc(-c2cnccn2)n1Cc1ccco1	27.3%	?	6.8%
34	O=C(CSc1nc(Nc2ccccc2)nc(N2CCOCC2)n1)Nc1ccc([N+](=O)[O-])cc1	·	3.5%	11.7µM*
35	COc1ccc(CCNC(=O)CCn2c(SCC#N)nc3ccccc3c2=O)cc1OC	·	0.0%	8.3%
36	COc1ccc(Cl)cc1N(C(C)C(=O)O)S(C)(=O)=O (stereo not drawn)	26.3%[5.75 µM]	5.7%	7.2%

entry	Shiga inhibitor	Giardia FBPA inh	Cycloheximide cs
31	-11.2	0.7%	-0.7
32	13.0	7.0%	-1.0
33	-5.2	2.6%	7.3
34	2.5	-9.0%	-1.5
35	-6.1	5.8%	-0.8
36	-14.9	2.0%	-2.6

In the list so far, 2 contain a COOH group.
entry	compound	Pf growth 96h	Sm TGR inh	Pf growth 48h
8	O=C(Nc1cccc2ccccc12)NC(Cc1ccccc1)C(=O)O (stereo not drawn)	23.1%	14.0%	8.5%
36	COc1ccc(Cl)cc1N(C(C)C(=O)O)S(C)(=O)=O (stereo not drawn)	26.3%[5.75 µM]	5.7%	7.2%

entry	Shiga inhibitor	Giardia FBPA inh	Cycloheximide cs
8	-11.3	15.8%	-1.4
36	-14.9	2.0%	-2.6
